Diaph inh CS: diaphorase inhibitors and chemical oxidizers, primary screen, counter-screen for diaphorase-coupled primary assays, biochemical, uHTS, resorufin fluorescence. diaphorase resazurin-to-resorufin fluorescence, NADH, 16 min; bacterial (C. kluyveri) enzyme, not human. inhibition, % at 20 µM. 190,000 tested, 0.69% active;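 active = primary screen inhibition at 20 µM above a set limit, cut at about 50% in these data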;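 note: plate controls were DMSO with full reaction for no effect and wells lacking NADH for full effect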
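System: Bacterial diaphorase enzyme (C. kluyveri) | Incubation: 16-min room-temperature incubation before reading | Benchmarks: No-NADH positive control and DMSO neutral control | Measured by: Resorufin fluorescence 544/590 nm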
S1P3 antag: S1P3 receptor antagonists, primary screen, cell-based; AID 485, 2006; 170,000 tested, 0.27% active; inhibition, % at 4.98 µM; Sphingosine 1-phosphate receptor 3 (Homo sapiens), Q99500; CHO S1P3 NFAT-BLA reporter, FRET fluorescence, antagonist mode;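 active = inhibition above the plate cutoff, the mean inhibition of test wells on that plate plus 3 SD, cut at about 28% in these data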;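 note: cells challenged with S1P at its EC80 of 0.8 µM; blue over green emission ratio from cleaved BLA substrate after 4 h stimulation; 0% = S1P-stimulated wells and 100% = unstimulated DMSO-only wells; some compounds past the cut are filed as inactive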
Target sequence (Q99500 whole entry, looked up): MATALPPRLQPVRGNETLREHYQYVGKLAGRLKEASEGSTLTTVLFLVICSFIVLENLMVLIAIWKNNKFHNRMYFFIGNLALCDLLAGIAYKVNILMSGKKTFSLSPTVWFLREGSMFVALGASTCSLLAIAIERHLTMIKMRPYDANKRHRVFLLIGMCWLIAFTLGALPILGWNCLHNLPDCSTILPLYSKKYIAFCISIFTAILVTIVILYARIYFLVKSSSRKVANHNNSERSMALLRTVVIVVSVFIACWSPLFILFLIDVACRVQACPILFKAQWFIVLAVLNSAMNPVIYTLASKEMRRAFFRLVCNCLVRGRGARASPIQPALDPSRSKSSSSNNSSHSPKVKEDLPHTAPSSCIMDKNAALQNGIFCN
PPARg SRC2 recr: agonists of PPARg-SRC-2 recruitment, primary screen, biochemical, HTS; Peroxisome proliferator-activated receptor gamma (Homo sapiens), P37231; activation, % at 8 µM; 200,000 tested, 0.34% active; PPARgamma LBD-SRC-2 recruitment; in the data active = activation above about 22%;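 note: 0% = vehicle and 100% = reference agonist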
G6PDH counter: L. mesenteroides G6PDH inhibitors, counter-screen for G6PDH-coupled screening assays, biochemical, Leuconostoc mesenteroides enzyme; Purified L. mesenteroides G6PDH, diaphorase/resazurin coupled fluorescence, 45 min; inhibition, % at 5 µM; 200,000 tested, 0.12% active; glucose-6-phosphate dehydrogenase [Leuconostoc mesenteroides]; in the data active = inhibition above about 50%
SRC2 TRFRET art: TR-FRET signal artefacts, primary screen, artefact control for PPARgamma SRC-2 agonist project, biochemical. TR-FRET artefact counter-screen; stronger effect = higher value. 200,000 tested, 0.4% active. TR-FRET ratio at 8 µM; in the data active = TR-FRET ratio above about 2000; note: inactives centre near 1500
PMI act hi M6P: human PMI activators, high substrate, primary screen, biochemical, fluorescence intensity, near-saturating mannose 6-phosphate. Mannose-6-phosphate isomerase (Homo sapiens), P34949. coupled PMI enzyme assay, resazurin fluorescence, 20 min; stronger effect = higher value; 1 = untreated enzyme, 0 = substrate-free blank. activation factor at 20 µM. 190,000 tested, 0.34% active;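 active = activation factor of 2 or more at 20 µM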
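Test system: human phosphomannose isomerase with PGI, G6PDH, diaphorase coupling enzymes; Amount: PMI at 15 ng/mL final; Reagent: Mannose-6-phosphate 1.0 mM (near-saturating) plus 0.22 mM NADP+; Timing: 20 min, room temperature; Technique: resorufin fluorescence at Ex 544/Em 590 nm; Dosing: 20 µM single dose.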
PPARg SRC1 recr: PPARgamma agonists recruiting SRC-1 coactivator, primary screen, biochemical; 200,000 tested, 0.41% active; Peroxisome proliferator-activated receptor gamma (Homo sapiens), P37231; activation, % at 8 µM; AID 631, 2007; PPARgamma-SRC-1 coactivator recruitment biochemical assay; in the data active = activation above about 19%;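 note: 0% = DMSO and 100% = reference agonist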
Diaphorase act: compounds boosting diaphorase resazurin reduction – biochemical, uHTS, resorufin fluorescence, counter-screen for diaphorase-coupled primary assays, primary screen. AID 1229, 2008. 190,000 tested, 0.005% active. Diaphorase/resazurin coupled assay, 16 min; stronger effect = higher value; 1 = vehicle wells, 0 = NADH-free wells. activation factor at 20 µM;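 active = diaphorase activity raised at least twofold by the compound at 20 µM; inactive = activation factor below 2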
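test system = bacterial diaphorase enzyme (C. kluyveri) | quantity = enzyme 0.07 U/mL final | reagent = NADH substrate 0.114 mM plus resazurin dye 0.1 mM, final | incubation = 16 min enzyme reaction, ambient temperature | buffer or medium = HEPES pH 7.4 buffer with MgCl2 and Tween 20 | signal = fluorescence of resorufin, 544 nm excitation, 590 nm emission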
ROMK primary: ROMK potassium channel modulators, primary screen, cell-based, thallium flux, MLSMR library; ATP-sensitive inward rectifier potassium channel 1 (Homo sapiens), P48048; Tet-inducible ROMK, thallium flux fluorescence; actives lie on both sides; B-score at 10 µM; 130,000 tested, 2% active; AID 1918, 2009;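 active = signal ratio slope over the read window, or its plate-corrected B-score, at least 3 SD from the plate mean, either direction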;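 note: B-score of the F/F0 ratio slope over 7 to 12 s after thallium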
Target sequence (P48048 whole entry, looked up): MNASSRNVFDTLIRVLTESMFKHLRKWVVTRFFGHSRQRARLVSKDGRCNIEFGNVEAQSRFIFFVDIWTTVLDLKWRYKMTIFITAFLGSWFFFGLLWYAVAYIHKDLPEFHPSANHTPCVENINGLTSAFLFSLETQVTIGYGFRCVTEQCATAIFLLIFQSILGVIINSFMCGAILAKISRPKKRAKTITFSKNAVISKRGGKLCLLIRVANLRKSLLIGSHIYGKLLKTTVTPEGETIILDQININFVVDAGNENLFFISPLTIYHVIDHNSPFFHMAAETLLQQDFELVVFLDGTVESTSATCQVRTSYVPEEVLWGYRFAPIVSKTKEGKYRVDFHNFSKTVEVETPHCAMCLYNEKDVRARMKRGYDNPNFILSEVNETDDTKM
PMI activator: activators of human PMI, primary screen, biochemical, fluorescence intensity, near-Km mannose 6-phosphate; Mannose-6-phosphate isomerase (Homo sapiens), P34949; purified human PMI, coupled resazurin fluorescence, 20 min; stronger effect = higher value; 1 = vehicle control, 0 substrate-free wells; activation factor at 20 µM; 190,000 tested, 0.005% active;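 active = activation factor of 2 or more at 20 µM, relative to plate controls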
PPARg SRC3 recr: PPARgamma agonists recruiting SRC-3 coactivator, primary screen, biochemical. activation, % at 8 µM. biochemical PPARgamma/SRC-3 coactivator recruitment assay. 200,000 tested, 0.26% active; in the data active = activation above about 23%;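 note: 0% = DMSO and 100% = reference agonist; some compounds past the cut are filed as inactive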
Active calls of the source: *; . = no result given.

The opening 4 records, to show the layout:
SMILES	Diaph inh CS	S1P3 antag	PPARg SRC2 recr	G6PDH counter	SRC2 TRFRET art	PMI act hi M6P	PPARg SRC1 recr	Diaphorase act	ROMK primary	PMI activator	PPARg SRC3 recr
Cc1ccc(NC(=O)C(SCC(=O)O)c2ccccc2)cc1C (stereo not given)	7	.	-5	-6	1437	1	2	0.9	.	1	-4
Cc1cc(C)c(NC(=O)C2CCCN2CCOC(=O)c2cccc([N+](=O)[O-])c2)c(C)c1 (stereo not given)	5	-2	-3	-3	1498	1.1	-2	0.9	-0.14	1.1	-1
O=C(NNC1=NCCC1)C1CC1	13	7	5	-4	1753	0.8	0	0.9	.	0.9	3
CCCCn1c(NS(=O)(=O)c2ccccc2)c(S(=O)(=O)c2ccc(C)cc2)c2nc3ccccc3nc21	35	-11	5	11	1693	0.4	2	0.6	.	0.8	2

Main list, repeating the preview:
SMILES	Diaph inh CS	S1P3 antag	PPARg SRC2 recr	G6PDH counter	SRC2 TRFRET art	PMI act hi M6P	PPARg SRC1 recr	Diaphorase act	ROMK primary	PMI activator	PPARg SRC3 recr
Cc1ccc(NC(=O)C(SCC(=O)O)c2ccccc2)cc1C (stereo not given)	7	.	-5	-6	1437	1	2	0.9	.	1	-4
Cc1cc(C)c(NC(=O)C2CCCN2CCOC(=O)c2cccc([N+](=O)[O-])c2)c(C)c1 (stereo not given)	5	-2	-3	-3	1498	1.1	-2	0.9	-0.14	1.1	-1
O=C(NNC1=NCCC1)C1CC1	13	7	5	-4	1753	0.8	0	0.9	.	0.9	3
CCCCn1c(NS(=O)(=O)c2ccccc2)c(S(=O)(=O)c2ccc(C)cc2)c2nc3ccccc3nc21	35	-11	5	11	1693	0.4	2	0.6	.	0.8	2
Cc1ccc(S(=O)(=O)/C(C#N)=C/c2c(N3CCC(C(N)=O)CC3)nc3ccccn3c2=O)cc1	16	.	-3	6	1241	0.9	4	0.8	.	0.8	-6
COC(=O)c1ccc[n+](CC(=O)c2ccc(Br)cc2)c1	17	9	-1	5	1614	1.5	7	0.8	.	1.3	4
COc1ccc(C(=O)NCCc2c[nH]c3ccccc23)cc1S(=O)(=O)N1CCOCC1	12	-16	-2	0	1525	1	10	0.9	0.58	1	6
CCOc1ccc(NC(=O)CSc2nnc(C34CC5CC(CC(C5)C3)C4)n2C)cc1	10	.	0	10	1723	0.9	6	0.9	.	0.8	-2
O=C(Nc1cc(Cl)cc(Cl)c1)c1cnn2cccnc12	10	.	2	0	1349	1	-4	0.9	0.038	0.9	-4
COc1ccc(CC(=O)NC2CCN(Cc3nnnn3C(C)(C)C)CC2)cc1OC	-6	24	3	4	1487	1.1	7	1.1	-0.26	1	1
CC1(C)CC(=O)C(C(=O)Cc2ccccc2[N+](=O)[O-])C(=O)C1	23	19	6	0	1531	1	3	0.8	.	1.1	4
O=C(N/N=C/c1ccccn1)c1ccccc1	14	-4	6	2	1568	0.9	-5	0.9	0.91	0.8	3
CCOc1ccccc1OCc1nn2c(COc3ccccc3)nnc2s1	17	-19	4	-30	1590	0.9	2	0.8	.	0.5	6
CCOC(=O)c1ccc(N2C(=O)c3n[nH]c(-c4ccco4)c3C2c2cccc([N+](=O)[O-])c2)cc1 (stereo not given)	18	5	2	3	1647	0.9	3	0.8	0.27	0.8	1
Cc1cc(-c2[nH]nc3c2C(c2ccsc2)C(C#N)=C(N)O3)c(C)s1 (stereo not given)	28	14	-8	22	1349	0.8	-2	0.7	.	0.8	-15
CC(O)C(=O)N/N=C/c1cccc(Cl)c1Cl (stereo not given)	8	.	4	-1	1601	0.9	2	0.9	.	0.9	1
O=C(Nc1ccccc1-c1nc2ccccc2[nH]1)c1sc2ccccc2c1Cl	-4	-12	-7	0	1508	1.2	2	1	-0.57	1.1	2
CCCCCC(=O)Nc1c(-c2cccs2)c(=O)c2ccccc2n1C	9	.	5	10	1399	1.1	4	0.9	-0.96	1	6
COc1ccc(C(=O)Oc2cccnc2)cc1OC	4	-19	-1	9	1392	1.1	-3	1	.	1	8
COc1ccc(-n2c(Cc3cccn3C)nnc2SCC(=O)Nc2ccc(C)cc2C)cc1	9	-6	-2	-25	1534	0.9	4	0.9	.	1	-1
Cc1nn(-c2ccccc2)c(Cl)c1/C=N/O	4	-3	8	-4	1783	1.1	3	1	-1.1	1	4
CN(CCc1ccccn1)C(=O)CCNC(=O)Cn1cnc2ccccc2c1=O	11	9	3	2	1404	0.9	4	0.9	.	0.9	-3
O=C(CCNS(=O)(=O)c1ccc(Cl)cc1)N1CCN(Cc2ccccc2)CC1	-1	-7	-6	11	1689	1.1	-2	1	-0.72	1	-3
CN(C)S(=O)(=O)c1cccc(C(=O)OCC(=O)NCc2ccc3c(c2)OCO3)c1	8	-6	1	1	1697	1	12	0.9	0.86	1	4
COc1ccccc1CNC(=O)C/C(C)=N/NC(=O)Cc1ccc(OC)c(OC)c1	7	5	9	1	1691	1	4	0.9	1.2	1	7
COc1nc(OC)nc(N2CCC(C(=O)NCC3CCCCC3)CC2)n1	17	-43	12	2	1537	0.9	8	0.8	0.0016	0.8	10
CN(C)NC(=O)C(NC(=O)c1ccccc1)C12CC3CC(CC(C3)C1)C2 (stereo not given)	4	-23	-6	2	1411	1.3	6	1	0.22	1.3	-1
CCCc1cc(=O)oc2cc(OCC(=O)N(C)C)c(Cl)cc12	0	.	4	10	1602	1.1	7	1	.	1	-1
CCn1nc(NC(=O)c2cccnc2)c2cc3ccccc3nc21	8	.	6	-2	1462	1	0	0.9	-0.031	1	-2
COC(=O)C1=C(C)NC(C)=C([N+](=O)[O-])C1c1ccccc1C(F)(F)F (stereo not given)	8	-2	3	5	1436	1	10	0.9	.	1	1
CN(C)C=NC(=O)c1cn(-c2ccc(F)cc2)c(=O)c2ccccc12	4	0	9	14	1717	1.1	1	1	0.4	1	1
CC1CCN(C(=O)CSc2nnc(-c3cc4ccccc4cc3O)n2Cc2ccco2)CC1	31	11	7	4	1579	0.8	0	0.7	.	0.8	1
Cc1onc(C(=O)Nc2cccnc2Cl)c1[N+](=O)[O-]	-18	-4	0	7	1294	1.3	-2	1.2	0.63	1.4	1
OCCC1CN(Cc2ccc3c(c2)CCO3)CCN1C1CCCC1 (stereo not given)	15	-9	1	22	1546	0.9	6	0.8	0.36	0.8	4
Cc1cccc(-c2noc(-c3ccoc3C)n2)c1	6	-12	-5	-7	1379	1	-6	0.9	.	1	-6
COc1ccc(CN(C)C2c3ccccc3-c3ccccc32)cc1	19	-2	2	7	1696	0.9	5	0.8	-0.29	0.8	1
CCOC(=O)c1sc2ncn(/N=C/c3ccc(O)c(OC)c3)c(=O)c2c1C	21	7	5	4	1802	1	7	0.8	-0.59	1	2
CCOc1ccc2nc(SCC(=O)NC3CCCc4ccccc43)sc2c1 (stereo not given)	10	-7	4	-7	1560	1	-2	0.9	-0.31	1	-6
CC(=O)c1ccc(Nc2nc(NCCO)nc(OC(C(F)(F)F)C(F)(F)F)n2)cc1	15	.	11	6	1466	0.9	13	0.8	.	1	10
COc1ccc(NC(=O)Nc2ccc3c(c2)CCC3)cc1OC	-4	3	-2	-1	1554	1	7	1	1.2	1	0
CCC(=O)Nc1c2c(nc3c1CCC3)CCCC2	2	-9	13	2	1644	1	10	1	0.069	1.1	1
O=C(NC1CCCCCC1)C1CC(=O)N(Cc2ccccc2)C1 (stereo not given)	14	-11	-3	2	1533	1	-1	0.9	-0.57	1	1
O=C(/C=C/c1ccc(Cl)cc1)Nc1ccc(N2CCOCC2)cc1	0	1	-3	8	1455	1	1	1	1.4	1	0
O=c1[nH]c2cc3c(cc2cc1C(c1nnnn1C1CCCC1)N1CCSCC1)OCCO3 (stereo not given)	0	-10	14	6	1739	1	4	1	.	1	3
COc1ccccc1N(C(=O)NCc1ccccc1)C1=NCC(C)S1 (stereo not given)	19	-22	-8	4	1544	0.9	-7	0.8	.	0.9	2
COc1ccc(N2CCn3c2nc2c3c(=O)n(CCCc3ccccc3)c(=O)n2C)cc1	7	6	.	3	.	1.1	.	0.9	.	1	.
Cc1ccc(CN2CCN(Cc3nc(C(C)C)cs3)CC2CCO)cc1 (stereo not given)	6	-6	-5	11	1528	1	0	0.9	-0.017	1	1
O=[N+]([O-])c1ccc(NC2CCCC2)cc1	7	14	-5	5	1418	0.9	-7	0.9	-1.9	1	0
CC12CCC(C(=O)Nc3ccccc3)(C/C1=N\O)C2(C)C (stereo not given)	8	.	1	-15	1518	1	-1	0.9	.	1	-11
Cc1cc(NC(=O)COC(=O)COc2ccc3c4c(c(=O)oc3c2)CCC4)no1	11	-12	8	-2	1711	1	9	0.9	-0.48	1	3
CCN1CC=C2C(C1)C(c1ccc(Cl)s1)C(C#N)=C(N)C2(C#N)C#N (stereo not given)	29	6	5	13	1535	0.6	2	0.7	.	0.9	-1
O=C1C(c2c(O)[nH]c3ccccc23)=Nc2ccccc21	12	-4	9	4	1534	1	9	0.9	.	1	4
COc1ccc(C2(C(=O)Nc3ccccc3)CCOCC2)cc1	12	5	5	3	1379	1	-1	0.9	.	1	-1
CCOc1ccc(NC(=O)CCC(=O)NNC(=O)COc2ccc(C)cc2)cc1	3	-2	-2	5	1593	1	7	1	0.27	1	5
O=C(/C=C/c1ccco1)Nc1cccc(S(=O)(=O)N2CCOCC2)c1	21	-1	2	-13	1579	0.9	1	0.8	.	0.9	-2
COc1ccc(C(=O)N2CCN=C2SC)cc1OC	8	0	4	1	1400	1	-2	0.9	.	1	-6
CC(C)N(C)C(=O)CCc1nnc(CCc2c[nH]c3ccccc23)o1	2	-9	-1	7	1433	1	-1	1	-0.25	1	-1

Compound activity deposited in PubChem by several laboratories.
